FEN1 inhibitor: blocks human flap endonuclease 1. Potency, µM (highest dose often 114 µM), without a hit: at the top dose activity change, negative = inhibition, actives largely listed as inhibitors. P39748. hit rate 0.35% among 390,000. Recombinant FEN1 flap cleavage, fluorescence, 15 min; active = well fitted inhibition curve with a large enough effect; inconclusive = small, poorly fitted or top-dose-only effect; inactive = no such curve, though single readings can be large or run the other way; note: nearly all actives have a fitted effect of over 65% in size
Target sequence (P39748 whole entry, looked up): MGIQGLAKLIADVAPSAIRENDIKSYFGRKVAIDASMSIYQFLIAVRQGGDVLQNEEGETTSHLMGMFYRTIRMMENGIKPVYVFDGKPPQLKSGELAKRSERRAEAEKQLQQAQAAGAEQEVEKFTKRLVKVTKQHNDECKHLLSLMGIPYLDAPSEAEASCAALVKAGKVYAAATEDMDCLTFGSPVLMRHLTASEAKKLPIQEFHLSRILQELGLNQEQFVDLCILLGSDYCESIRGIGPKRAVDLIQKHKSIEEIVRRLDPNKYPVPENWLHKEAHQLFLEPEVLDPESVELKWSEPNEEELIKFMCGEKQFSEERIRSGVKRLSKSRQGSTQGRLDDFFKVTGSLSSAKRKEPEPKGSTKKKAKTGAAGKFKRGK
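Steps: FEN1 (10 nM) dispensed; compound added by pin tool; 15 min at room temperature; substrate added to 50 nM final; reads at 0 min and 15 min; data normalized and fitted (four-parameter Hill).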
The depositor's hits bear a star; ? = inconclusive; & = joins results of further samples; [ ] = remark or other dose. % is set by controls: 0 for no effect and ±100 for the full control effect; potency is the fitted concentration of half-maximal effect. The list is partial. The share of hits here may be higher or lower than overall.

SMILES	FEN1 inhibitor
Cc1cc(S(=O)(=O)c2ccc([N+](=O)[O-])cn2)ccc1Br	-2%
COc1ccc2c(c1)c(C(=O)CN1CCCCC1)c(C)n2C	4%
Cc1ccccc1CNC(=O)c1cc2ccccc2o1	-14%
CCNc1nc(N2CCCN(C)CC2)nc2cc(OC)c(OC)cc12	?
COc1ccc(S(=O)(=O)N2CCN(Cc3cccc([N+](=O)[O-])c3)CC2)cc1	0%
CCOC(=O)C1Nc2ccc(C(F)(F)F)cc2C2C=CCC12 (stereo unspecified)	-23%
CCc1ccc2cccc3c2c1N=CN3C	-18%
O=C(NCCN1CCOCC1)c1cccc(S(=O)(=O)N2CCCCC2)c1	0%
C[C@]1(O)CC(=O)C=C[C@H]1Nc1ccccc1	4%
CCOC(=O)C1CCN(C(=O)c2cccc(S(=O)(=O)N3CCCc4ccccc43)c2)CC1	18%
NC(=S)NN=C1c2ccccc2-c2cc(Br)ccc21	-14%
O=C(c1ccccc1)C1OC1C(=O)c1ccccc1 (stereo unspecified)	-8%
COc1ccc(C(=O)N2CCC(C(=O)N3CCN(c4ccccc4)CC3)CC2)cc1	-2%
Nc1ccc2c(c1)C(=O)c1cc(N)c(Cl)cc1-2	6%
CN(C)c1cc(N2CCOCC2)nc(C#N)n1	4%
COc1ccc(CN(Cc2ccccc2)C(=O)Nc2ccccc2)cc1COc1ccc(NC(C)=O)cc1	2%
CC1(C)C2(C#N)C(=O)NC(=O)C12C#N (stereo unspecified)	0%
O=C(NN=Cc1ccccc1O)C(O)c1ccccc1 (stereo unspecified)	0%
COc1ccc(/C=C\c2nccc3c2[nH]c2ccccc23)cc1	?
N#CCCN(C(=O)COC(=O)C1CCN(S(=O)(=O)c2ccccc2C(F)(F)F)CC1)c1ccccc1	-19%

Molecules listed so far that have a cyano group, in the order listed:
SMILES	FEN1 inhibitor
CN(C)c1cc(N2CCOCC2)nc(C#N)n1	4%
CC1(C)C2(C#N)C(=O)NC(=O)C12C#N (stereo unspecified)	0%
N#CCCN(C(=O)COC(=O)C1CCN(S(=O)(=O)c2ccccc2C(F)(F)F)CC1)c1ccccc1	-19%

The list goes on.
SMILES	FEN1 inhibitor
CCOc1ncccc1C(=O)OCC(=O)Nc1cc(S(=O)(=O)N2CCCCC2)ccc1Cl	9%
O=C(O)c1cc(-c2ccccc2)nn1CC1CC(c2cccnc2)=NO1 (stereo unspecified)	-3%
CC(=O)Nc1cc(O)c2nonc2c1O	?
Cc1c(/C(O)=C2\C(=O)C(=O)N(CCCN(C)C)C2c2ccco2)cnn1-c1ccccc1 (stereo unspecified)	-2%
CCn1cc(CN(C)C(=O)CSc2nc(-c3ccco3)cc(C(F)(F)F)n2)c(C)n1	-6%
CN(C)c1ccc(/C=C/c2ccnc3c2ccc2ccccc23)cc1	-3%
COCCCN(C(=O)c1ccc(-c2ccc(C(C)=O)cc2)o1)c1c(N)n(CC(C)C)c(=O)[nH]c1=O	1%
C=CCOC(=O)C1=C[C@H](C2CCCCC2)C[C@H](OCc2ccc(CO)cc2)O1	-2%
Cc1cc(Sc2ccc([N+](=O)[O-])cn2)ccc1Br	9%
CN(C)c1ccc(/C=C2\C=Cc3ccccc32)cc1	1%
COc1cccc(C2c3cc4c(cc3OC(N3CCCC3)C2C)OCO4)c1O (stereo unspecified)	6%
CON(C)c1nc(C2CCCCC2)c2cc(C)ccc2n1	7%
O=C(O)c1ccccc1C(=O)c1cccc2c(F)cccc12	6%
Cc1ccccc1-c1cccc([C@@H]2C[C@H]3[C@H](CON3C)CN2C)c1	-11%
COc1nc(Nc2ccc(-c3nc4ccccc4o3)cc2)nc(N2CCOCC2)n1	-1%
CCC1Oc2ccccc2N(CC(=O)NCCCN2CCOCC2)C1=O (stereo unspecified)	-13%
CCCn1cnc2c(SCc3ccc(Cl)cc3)nc(N)nc21	-19%
CC(OC(=O)CCNS(=O)(=O)c1ccccc1)C(=O)Nc1ccc(S(=O)(=O)N2CCCCC2)cc1 (stereo unspecified)	-8%
Nc1nnn(-c2ccccc2)c1-c1ccccc1	0%
CCN(CC)S(=O)(=O)c1ccc(N2CCOCC2)c(NC(=O)CSCc2c(C)noc2C)c1	8%

Sorted by heavy-atom count (high to low): part of the list above
SMILES	FEN1 inhibitor
CCN(CC)S(=O)(=O)c1ccc(N2CCOCC2)c(NC(=O)CSCc2c(C)noc2C)c1	8%
COc1nc(Nc2ccc(-c3nc4ccccc4o3)cc2)nc(N2CCOCC2)n1	-1%
COc1cccc(C2c3cc4c(cc3OC(N3CCCC3)C2C)OCO4)c1O (stereo unspecified)	6%
CCC1Oc2ccccc2N(CC(=O)NCCCN2CCOCC2)C1=O (stereo unspecified)	-13%
Cc1ccccc1-c1cccc([C@@H]2C[C@H]3[C@H](CON3C)CN2C)c1	-11%
O=C(O)c1ccccc1C(=O)c1cccc2c(F)cccc12	6%
Nc1nnn(-c2ccccc2)c1-c1ccccc1	0%

(further entries)
SMILES	FEN1 inhibitor
FC(F)(F)c1ccccc1C1=CC(c2ccccc2)n2ncnc2N1 (stereo unspecified)	2%
CC(C)(C)OC(=O)N1CCN(Cc2ccc(F)c(B(O)O)c2)CC1	4%
CCC1c2ccccc2C(=O)C1C(N)=O (stereo unspecified)	1%
CCC(C)C(N)C1=NC(C(=O)N[C@@H](CC(C)C)C(=O)N[C@H](CCC(=O)[O-])C(=O)N[C@H](C(=O)N[C@H]2CCCCNC(=O)[C@H](CC(N)=O)NC(=O)[C@@H](CC(=O)[O-])NC(=O)[C@H](Cc3cnc[nH]3)NC(=O)[C@@H](Cc3ccccc3)NC(=O)[C@H]([C@@H](C)CC)NC(=O)[C@@H](CCCN)NC2=O)[C@@H](C)CC)CS1.[Zn+2] (stereo partly specified)	8.9µM*
O=C(CNC(=O)OCc1ccccc1)OC(c1ccccc1)c1ccccc1	-8%
O=[N+]([O-])c1ccc(/C=C/c2cc(Cl)nc3ccccc23)cc1	3%
CO[C@H]1C[C@@H]2CC[C@@H](C)[C@@](O)(O2)C(=O)C(=O)N2CCCC[C@H]2C(=O)O[C@H]([C@H](C)C[C@@H]2CC[C@@H](O)[C@H](OC)C2)CC(=O)[C@H](C)/C=C(/C)[C@@H](O)[C@@H](OC)C(=O)[C@H](C)C[C@H](C)C=C/C=C\C=C/1C	?
O=c1cc(CCl)nc(Cc2c(Cl)cccc2Cl)[nH]1	8%
NC(CSC(c1ccccc1)(c1ccccc1)c1ccccc1)C(=O)O (stereo unspecified)	-3%
Cc1c(O)nc(SC2CC(=O)N(c3cc(Cl)cc(Cl)c3)C2=O)[nH]c1=O (stereo unspecified)	-1%
O=C(/C=C/c1cccs1)c1cc(F)ccc1OC(=O)N1CCOCC1	-7%
CC(=O)C1=CN(CC2CCCCC2)CCC1=O	-3%
Cc1ccc(OCCC(=O)OCC(=O)Nc2ccc(C)c(S(=O)(=O)N3CCOCC3)c2)cc1	-8%
CCOC(=O)CC1=NN(c2ccccc2)C(=O)C1=c1sc(=C2SC(C)=C(C)N2CC)c(=O)n1CC	2%
O=C(NC1(C(F)(F)F)NC(=O)N(Cc2ccccc2)C1=O)c1cccs1 (stereo unspecified)	-12%
Cc1cccc(-c2ccc3c(c2)C2CC3CCN2C(=O)OCc2ccccc2)c1 (stereo unspecified)	9%
COc1ccc2nc3cc(Cl)ccc3c(Nc3ccc(O)c(CN4CCN(C)CC4)c3)c2c1	22µM*
O=C1[C@H](Cc2ccccc2)NCCCC[C@@H](c2ccc(Cl)cc2)N1Cc1ccccc1	-4%&-10%
O=S(=O)(O)c1ccc(O)c2cc(Nc3ccccc3)ccc12	7.9µM*
Cc1ccc(S(=O)(=O)NC2(C(=O)O)CCCC2)cc1	3%

Structures from the list above with a COOH group, in the order listed:
SMILES	FEN1 inhibitor
O=C(O)c1cc(-c2ccccc2)nn1CC1CC(c2cccnc2)=NO1 (stereo unspecified)	-3%
O=C(O)c1ccccc1C(=O)c1cccc2c(F)cccc12	6%
NC(CSC(c1ccccc1)(c1ccccc1)c1ccccc1)C(=O)O (stereo unspecified)	-3%
Cc1ccc(S(=O)(=O)NC2(C(=O)O)CCCC2)cc1	3%

Next part.
SMILES	FEN1 inhibitor
CCN(CC)c1ccc(/C=C/c2sc3ccccc3[n+]2CCCCI)cc1	?
O=C(NC1CC1)C1Nc2ccc(OC(F)(F)F)cc2C2C=CCC12 (stereo unspecified)	-10%
COc1ccc(Cl)c(CNC[C@H]2O[C@@H](n3cnc(C(N)=O)n3)[C@H](O)[C@@H]2O)c1	-5%
COc1cc(C2C(C(=O)c3cccs3)=C(O)C(=O)N2CCN2CCOCC2)ccc1OCCC(C)C (stereo unspecified)	-14%
COc1ccccc1C=CC(=O)C=Cc1ccccc1OC	-6%
O=C(NC1CCCCCC1)C1CCC(CNS(=O)(=O)c2cccc3cccnc23)CC1 (stereo unspecified)	-13%
C=C1C(=O)OC2CC1C(O)CC(C)=CCCC(C)=CC(O)CC2C (stereo unspecified)	0%
Nc1nc(Cl)cc(=O)n1Cc1ccc(Cl)cc1	-12%
CSc1nsc(NC(=O)Nc2ccccc2)n1	9%
O=[N+]([O-])c1cc(F)cc(F)c1Nc1ccc(F)cc1	-20%
C=CCN(CC=C)CC(=O)Nn1c(C)ccc1C	9%
Cc1ccc(-c2nc(=N)sn2Cc2ccccc2)cc1	?
CN(C)C(CNC(=O)c1cc2ccccc2o1)c1ccccc1 (stereo unspecified)	-1%
CC(=O)OCC(=O)C1(O)CCC2C3CC(C)C4=CC(=O)C=CC4(C)C3(F)C(O)CC21C (stereo unspecified)	-1%
CCC(C)CNC(=O)c1cccc(OC2CCN(CC(C)(C)C)CC2)c1 (stereo unspecified)	3%
Cc1ccc(C(=O)Cc2ccccc2)cc1	7%
COc1cc2oc3cc(C#Cc4ccc(N)cc4)ccc3c(=O)c2cc1OC	1%
C=C1CCN([C@@H](CC(C)C)C(=O)Nc2ccc(OC)cc2)S(=O)(=O)c2ccccc21	-23%
CC(C(=O)c1ccccc1)C(O)c1ccccn1 (stereo unspecified)	-4%
CCN(CC)c1ccc(S(=O)(=O)N2CCOCC2)cc1NC(=O)COC(=O)C1=COCCO1	43%[activator]
C=C1C=C(C(F)F)n2ncc(C(=O)NC(C)CC)c2N1 (stereo unspecified)	7%
O=C(Nc1ccc(F)c(F)c1)c1cnn2c1NC(=C1CC1)C=C2C(F)F	-9%
O=C(CC(Cl)(Cl)Cl)N1CCN(/[N+]([O-])=N/Oc2ccc([N+](=O)[O-])cc2[N+](=O)[O-])CC1	?
COc1ccc(-c2nn3c(-c4cc(-c5ccccc5)n[nH]4)nnc3s2)cc1	?
COc1ccc(S(=O)(=O)N(C)C)cc1NCC(=O)Nc1cccc2ccccc12	10%
O=C(Cc1ccc(OCc2ccccc2)cc1)NO	-4%
Cc1ccc(S(=O)(=O)N2CCCN(c3nc(-c4cccs4)nc4ccccc34)CC2)cc1	5%
CCc1c(N)nc(N)nc1Nc1ccccc1Cl	12%
CC[C@]12C(=O)N(C)C[C@H]([C@@H]3C(=O)N(Cc4ccccc4)C(=O)[C@@H]31)N2C(=O)c1ccc(C(C)(C)C)cc1	0%
Cc1ccc(S(=O)(=O)N2CCN(c3nc(-c4cncs4)nc4ccccc34)CC2)cc1	-6%
CCOC(=O)N1CCC(NC(=O)C2CCN(Cc3nc(-c4ccc(CC)cc4)oc3C)CC2)CC1	9%
COc1ccc(S(=O)(=O)Nc2ccc(Nc3ccccc3)cc2)cc1	9%
CCOC(=O)N1CCN(C(=O)CCc2ccc(S(=O)(=O)NCC(C)C)cc2)CC1	14%
O=C(Cc1ccccn1)c1ccncc1	2%
COc1ccccc1C(=O)Cc1ccccc1	-1%
CC(=O)/C(=N\Nc1ccccc1)Oc1ccc(Br)cc1	-15%
CC1CCCCN1Cc1nc2c(c(=O)n(C)c(=O)n2C)n1CCCc1ccccc1 (stereo unspecified)	-2%
Cc1cc(CNC[C@H]2O[C@@H](n3cnc(C(N)=O)n3)[C@H](O)[C@@H]2O)c(C)n1-c1cccnc1	-2%
CC(C)(C)n1ncc2c(=O)n(Cc3cccc(-c4ccccc4)c3)cnc21	6%
CCOc1cc(CO)cc(Br)c1OCC(=O)O	-2%
N#Cc1ccc(CC(=O)c2ccccc2)[nH]c1=O	3%
Nc1ccc2c(c1)-c1ccc(F)cc1C2=O	?
Cn1c2ccccc2c(=O)c2ccc(NCc3ccc4c(c3)OCO4)cc21	?
COc1ccc(C(=O)CC(=O)c2ccc(F)cc2)cc1	17%
CCN(CC)CCOc1ccc(C=NNc2nc3c([nH]2)c(=O)n(C)c(=O)n3C)cc1	-22%
C=CCN(CC=C)Cc1c(O)ccc2c1oc(=O)c1ccccc12	-17%
Nc1nc(N)nc(C2C=CCCC2)n1 (stereo unspecified)	8%
Cc1cc2ncn(S(=O)(=O)c3ccc(S(N)(=O)=O)cc3)c2cc1C	1%
O=C(C(c1ccccc1)C(O)c1ccccc1)N1CCOCC1 (stereo unspecified)	0%
CC1(C)c2[nH]c3ccccc3c2C[C@@H]2C(=O)N(c3cc(F)ccc3F)C(=O)N21	-24%

Going on with the list:
SMILES	FEN1 inhibitor
CN(C)CCCN1c2ccccc2Sc2ccc3ccccc3c21	-22%
CCOc1ccccc1C(=O)N[C@H](C(=O)OCC(=O)Nc1nnc(-c2ccccc2)o1)C(C)C	-9%
Cc1ccc(C(=O)COC(=O)CN2C(=O)C3CC=CCC3C2=O)cc1[N+](=O)[O-] (stereo unspecified)	2%
Cc1ccc2scc(CN3CCCC3)c2c1	7%
O=[N+]([O-])c1ccc(C=C2c3ccccc3-c3ccccc32)cc1	21%
COc1ccc(CN(Cc2ccccc2)C(=O)COC(C)=O)cc1COc1ccc(NC(C)=O)cc1	-21%
CN(C(=O)c1ccc(NC(=O)Cc2ccc(NC(=O)C3CCCN(C(=O)c4ccccc4)C3)cc2)cc1)C1CCCC1 (stereo unspecified)	8%
Cc1cc2cc(CCNC(=O)C(C)C)c(=O)[nH]c2cc1C	7%

Screening results deposited in PubChem BioAssay by National Center for Advancing Translational Sciences (NCATS).
